IkB sig inh: suppresses IkB signaling in ABC-DLBCL reporter cells; Potency, µM (titrated, usually from 57.1 µM), for the others: at the top dose IkBa stabilization activation; ABC-DLBCL IkBa-CBG/CBR dual luciferase ratio, 4 h; response scale: scaled: untreated 0%, proteasome inhibitor 100%; 0.04% of 110,000 active; AID 445; active = well fitted curve in the direction sought with a large enough effect in the signal ratio, not every such curve was filed as active; inconclusive = small, poorly fitted or top-dose-only effect, or a change in a side signal; the % refers to the signal ratio;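 note: the direction sought is a rising ratio; 0% = basal untreated cells and 100% = reference inhibitor full response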
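In this assay, an IκBα–CBG68 fusion accumulates when IKK-driven degradation is blocked; native CBR normalizes for cell number. OCI-Ly3 cells were treated 4 h with compound and doxycycline, then green and red light read after Chroma-Glo addition.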
p53ts 39C kill: cytotoxicity in p53ts cells at nonpermissive temperature; Potency, µM (titrated, usually from 46.1 µM), for inactives: at the top dose activity change, negative = cell killing, actives largely listed as cytotoxic; H1299-p53A138V viability at 39C, ATP luminescence, 24 h; 1.5% of 130,000 active; note: nearly all actives have a fitted effect of over 55% in size
p53ts 32C kill: cytotoxicity in p53ts cells at permissive temperature. H1299-p53A138V at 32C, ATP luminescence viability, 24 h. Potency, µM (highest dose often 46.1 µM), inactives show top-dose activity change, negative = cytotoxicity, usual class: cytotoxic. 0.93% of 130,000 active;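 note: 0% = DMSO and -100% = full killing by reference compound; nearly all actives have a fitted effect of over 55% in size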
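H1299-p53 A138V cells (temperature-sensitive p53) exposed 24 h to up to 46 uM compound at 32C, where p53 is wild-type in conformation. Viability read as ATP luminescence and normalised to DMSO and 100 uM tamoxifen. AC50 fitted with the Hill equation.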
Peg3 imprint: inducers of genomic imprint erasure in mouse ES cells. Potency, µM (doses to about 60.7 µM), inactives show at the top dose activity change, positive = activation, hits mostly activators. AID 1948. 0.02% of 110,000 active. mouse ES Peg3-LacZ reporter, beta-gal luminescence, 40 h;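 note: 0% = negative control wells on the plate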
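Each well holds 300 Peg3LacZ-Neo (maternal) female ES cells incubated 40 h at 37C, 5% CO2. LacZ is measured by BetaGlo luminescence, with AC50 and maximum efficacy derived from dose-response curves.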
* = called active by the depositor; u = inconclusive; x = not tested or not shown; [ ] = remark or other dose. Unless noted, calls come from the whole dose curve; as a rule, active = well fitted curve in the direction sought with a large enough effect; inconclusive = small, poorly fitted or top-dose-only effect, or another doubt; inactive = no such curve, though single readings can be large; an effect the other way counts as inactive or inconclusive. Unless noted, % is set by controls: 0 for no effect and ±100 for the full control effect; potency is the fitted concentration of half-maximal effect. Hits appear at their usual frequency; 1.7% or so of the library scored in one or more.

smiles	Peg3 imprint	IkB sig inh	p53ts 32C kill	p53ts 39C kill
O=C(NC1CCCC1)C1CCCN1C(=O)Nc1ccccc1 (stereo not drawn)	-3.7%	-0.1%	-1.7%	2.8%
COC(=O)C1CCN(C(=O)c2ccccc2Oc2ccccc2)CC1	-4.6%	1.1%	1.3%	-2.5%
COc1cccc(Cn2c(=O)c(C)nc3cnc(OCc4ccccc4)nc32)c1	x	1.5%[11.4 µM]	5.2%	-5.6%
O=C(CCC1CCCCC1)Nc1c2c(nn1-c1ccc(F)cc1)CS(=O)C2 (stereo not drawn)	0.0%	3.4%	2.0%	-4.7%
CCOc1ccc(CNC(=O)c2ccc3nc(Cc4ccc(OC)cc4)oc3c2)cc1OC	-12.8%[10.9 µM]	u	-10.8%	-22.4%
CCOCCCn1c(C)nc2c(c1=O)c1nc3ccccc3nc1n2CCC1=CCCCC1	-10.8%	-1.2%	2.2%	30.6%[activator]
O=C1c2ccccc2C(=O)N1Cc1nc(-c2ccccn2)no1	-5.8%	u	2.2%	16.0%
C[C@@H](C(=O)NCc1cccc2ccccc12)[C@H]1C[C@]1(C)[C@H](NC(=O)OCc1ccccc1)c1ccccc1	4.1%	x	23.0%	-3.8%
Cc1ccc(NC(=O)CN(C)c2ccc(S(=O)(=O)N3CCN(C)CC3)cn2)cc1	-6.8%	0.2%	1.8%	-6.8%
c1ccc2nc(N3CCCC3)c(N3CCCC3)nc2c1	-1.0%	3.5%	-3.9%	-5.5%
CCCCC(=O)Nc1ccc(C(=O)Nc2ccc(S(=O)(=O)N3CCCC3)cc2)cc1	-4.8%	-2.3%	4.4%	2.9%
Cc1cccc(Cn2c(SCc3ccc(C(=O)NC4CCCC4)cc3)nc3ccncc32)c1	-6.2%[10.9 µM]	u	21.2%	-11.7%
CN(C)S(=O)(=O)N1CCN(CC(O)COc2ccc(C(=O)c3ccccc3)cc2)CC1 (stereo not drawn)	-12.9%	3.6%	0.1%	2.8%
COc1ccc(-n2nnnc2SCC(=O)c2cc3ccccc3o2)cc1	-15.4%	u	-18.4%	-10.3%
COc1ccc(CNC(=O)C(NS(=O)(=O)c2ccc3c(c2)CCCN3C(C)=O)C(C)C)cc1 (stereo not drawn)	-10.7%	-0.5%	-4.4%	2.4%
COc1ccc(Cc2nc3ccccc3n2Cc2ccccc2C)cc1	12.1%[10.9 µM]	0.1%	14.6%	-34.8%
O=C(Nc1ccc2oc(-c3ccc4ccccc4c3)nc2c1)c1cc(Br)ccc1Cl	-12.1%[10.9 µM]	3.4%	-24.1%	u
Cc1ccc(Nc2n[nH]c(C)c2[N+](=O)[O-])cc1C	x	x	-17.0%	7.0%
NNC(=O)CCc1ccc2ccc3ccccc3c2c1	-9.5%[10.9 µM]	-3.1%[11.4 µM]	8.6%[9.22 µM]	4.5%[9.22 µM]
c1ccc(-c2cccc(N3CC[C@@]4(CCCNC4)C3)c2)cc1	x	-0.4%[11.4 µM]	u	15.8µM*
COCCNC(=O)CSc1nc2cc3c(cc2c(=O)n1CCCC(=O)NCCc1ccc(OC)c(OC)c1)OCO3	-3.8%[10.9 µM]	-0.8%	13.2%	-11.9%
Cc1nc(N2CCOCC2)c2nc(-c3ccccc3)n(CCN3CCOCC3)c2n1	-4.8%	x	4.9%	1.3%
CC(C)C(c1nnnn1CCc1ccccc1)N1CCOCC1 (stereo not drawn)	-8.4%	1.0%	7.0%	0.9%
COc1ccc(C(=O)N2CCN(S(=O)(=O)c3ccccc3)CC2)c(OC)c1	-5.9%	-2.2%	-9.8%	7.5%
Cc1oc2ncn(CC(C)C)c(=O)c2c1C(=O)NCCc1ccccc1	-5.7%[10.9 µM]	u	6.4%	-2.9%
CCCCC(=O)OC1CCC2C3CCc4cc(O)ccc4C3CC[C@]12C (stereo partly drawn)	-34.0%[inhibitor]	x	u	u
Cc1ccc(NC(=O)C(=O)NCc2ccc(/C=N/NC(=O)c3c(C)nc4ccccn34)o2)cc1	x	x	-29.3%	-14.6%
COc1ccccc1C(=O)Nc1ccc(S(=O)(=O)N2CCOCC2)cc1	-18.5%	-2.3%	2.7%	-7.6%
Cc1ccc(-n2nc(C)c3c2OC(N)=C(C#N)C3c2ccco2)cc1 (stereo not drawn)	x	x	-22.6%	-8.5%
O=C(O)c1ccc2c(c1)N(Cc1ccccc1)C(=O)c1ccccc1S2=O (stereo not drawn)	-9.3%	3.1%	5.4%	1.3%
O=c1nc2n(c3sc4c(c13)CCC4)Cc1ccccc1-2	-31.6%[inhibitor]	-0.2%	1.0%	-10.9%
CCC(=O)/C=C1\Sc2ccc(OC)cc2N1CCO	-9.1%	2.2%	-2.7%	0.9%
CC(C)Oc1ccc(CNC(=O)c2cnc3sc(N4CCCCCC4)nn3c2=O)cc1	-7.8%[10.9 µM]	-0.4%	1.8%	-14.1%
Cc1noc(/C=C/N(C)C)c1S(=O)(=O)N1CCCC(C(=O)NCc2ccc(Cl)cc2)C1 (stereo not drawn)	2.3%	2.7%	13.9%	-2.5%
S=c1[nH]ncc2ccccc12	0.0%	0.6%	-0.8%	7.9%
CCCn1nnc(NC(=O)c2cc(Br)ccc2OC)n1	28.2%	-4.7%	2.1%	-3.6%
CC(C)(C)c1ccc(C(=O)Nc2nonc2-c2nc3ccccc3[nH]2)cc1	6.9%	0.4%	-8.9%	3.4%
COCCCNC(=O)CCc1nc2cccnc2n1Cc1ccccc1	-4.2%	-0.5%	-8.1%	4.3%
O=c1[nH]c(=S)[nH]c(-c2ccccc2)c1Cc1c(O)ccc2ccccc12	-9.6%[10.9 µM]	8.7%[11.4 µM]	1.7%[9.22 µM]	-6.4%[9.22 µM]
COc1cc(-c2ccno2)ccc1S(=O)(=O)N1CCN(c2ccc(C(C)=O)cc2)CC1	-7.7%[10.9 µM]	2.0%	-2.9%	-13.4%
CC(Oc1ccccc1F)C(=O)NCC1(N2CCOCC2)CCCCC1 (stereo not drawn)	-7.9%[10.9 µM]	u	2.7%	2.7%
COCCNC(=O)CSc1nc2nc(C)cc(C)n2n1	3.3%	-3.5%	-0.3%	7.4%
COc1cccc(Nc2ncc3ncc(=O)n(Cc4cccs4)c3n2)c1	-29.3%	u	34.5%[activator]	12.1%
CN(CCNC(=O)c1cccc(N2CCCC2=O)c1)Cc1ccccc1	-12.8%	0.6%	2.7%	0.1%
Cc1cc(C)c(NC(=O)Cn2c(=O)n(CCC(=O)N3CCc4ccccc4C3)c(=O)c3ccccc32)c(C)c1	18.4%[10.9 µM]	4.0%	-11.8%	-10.9%
Cc1cccc(N2CCN(C(=O)c3ccc4c(c3)N(Cc3ccccc3)C(=O)c3ccccc3S4(=O)=O)CC2C)c1 (stereo not drawn)	-12.2%[10.9 µM]	-1.2%	16.8%	9.3%
c1ccc(CN2COc3c(ccc4c5c(ccc34)CN(Cc3ccccc3)CO5)C2)cc1	u	0.2%[11.4 µM]	-4.4%[9.22 µM]	-1.8%[9.22 µM]
O=C(NCc1ccccc1Cl)C1CCN(C(=O)N2CCOc3ccccc32)CC1	18.1%[10.9 µM]	u	-1.2%	-28.3%
Cc1nn(S(=O)(=O)c2ccc(C(C)(C)C)cc2)c(C)c1S(=O)(=O)N1CCCCCC1	-1.2%[10.9 µM]	0.7%	-12.2%	-12.6%
COC(=O)c1cc2nc(-c3ccccc3)cc(C)n2n1	-8.8%	-3.4%	6.1%	6.1%

For convenience, some entries already given:
smiles	Peg3 imprint	IkB sig inh	p53ts 32C kill	p53ts 39C kill
CC(Oc1ccccc1F)C(=O)NCC1(N2CCOCC2)CCCCC1 (stereo not drawn)	-7.9%[10.9 µM]	u	2.7%	2.7%
COCCNC(=O)CSc1nc2nc(C)cc(C)n2n1	3.3%	-3.5%	-0.3%	7.4%
COc1cccc(Nc2ncc3ncc(=O)n(Cc4cccs4)c3n2)c1	-29.3%	u	34.5%[activator]	12.1%
CN(CCNC(=O)c1cccc(N2CCCC2=O)c1)Cc1ccccc1	-12.8%	0.6%	2.7%	0.1%

The list goes on.
smiles	Peg3 imprint	IkB sig inh	p53ts 32C kill	p53ts 39C kill
C=CCn1c(N)nc2ccccc21	-12.6%	-0.4%	-9.4%	4.2%
O=c1oc(-c2cccs2)nc2scc(-c3cccs3)c12	-16.7%	u	-13.9%	-1.3%
CCCc1cc(=O)n2[nH]c(NC(=O)c3ccc(C(C)(C)C)cc3)nc2n1	-5.9%[10.9 µM]	u	10.0%	-13.5%
CCCCC(Sc1nc2cc3c(cc2c(=O)n1CCCC(=O)NCc1ccc(OC)cc1)OCO3)C(=O)OCC (stereo not drawn)	-27.4%[10.9 µM]	1.7%	5.0%	-9.3%
CC(=O)NC(Cc1cc(C)ccc1C)C(=O)N1CCN(C(=O)Nc2ccc(C(C)=O)cc2)CC1 (stereo not drawn)	-7.0%	0.1%	3.9%	-10.4%
CC1(C)CC(=O)c2c(-c3cccnc3)n[nH]c2C1	-21.6%	-1.8%	-6.4%	-7.5%
CC(C)C(C(=O)NCC1CCCO1)N(Cc1ccco1)C(=O)CNS(=O)(=O)c1ccc(F)cc1 (stereo not drawn)	-8.4%	0.1%	2.2%	3.6%
Cc1cc(C)nc(NS(=O)(=O)c2ccc(Br)cc2)n1	9.5%	5.1%	-8.6%	3.5%
CCN(CC)C(=O)C(C)OC(=O)c1ccc(O)cc1 (stereo not drawn)	-4.5%	-1.6%	2.4%	4.0%
Nc1cc(C(=O)O)ccc1N1CCCCC1	x	x	-0.9%	-0.3%
CCOC(=O)c1c(C)[nH]c(C(=O)COC(=O)CSCC(=O)N(CC)CC)c1C	5.8%	1.6%	6.6%	9.8%
Cn1c(CCNC(=O)c2ccco2)nc2cc(NS(=O)(=O)c3ccccc3)ccc21	-20.6%	u	5.4%	16.1%
CC(=O)c1ccc(NC(=O)CN2C(=O)c3cccnc3Sc3ccccc32)cc1	-19.2%[10.9 µM]	11.0%	16.4%	-5.6%
Cc1cc(NC(=O)C2CCCN(S(=O)(=O)c3cnc[nH]3)C2)ccc1Br (stereo not drawn)	-16.2%	-0.2%	-8.9%	-14.0%
CC1CCN(S(=O)(=O)c2ccc3c(c2)oc(=O)n3CC(=O)O)CC1	-5.0%[10.9 µM]	-1.9%	7.8%	30.9%[activator]
CCOC(=O)c1cc2c(=O)n3ccccc3nc2n(CC(C)C)c1=NC(=O)COc1ccc(Cl)cc1	-11.1%[10.9 µM]	5.4%	5.5%	u
Cn1c(SCc2c(F)cccc2Cl)nnc1-c1cccs1	-27.9%	0.6%	-9.7%	-9.3%
O=C(Cc1cn2ccsc2n1)Nc1ccccn1	-5.8%	1.3%	-4.1%	5.1%
COn1c(-n2nc(C)cc2C)nc2ccccc2c1=O	-9.5%	13.4%	-3.0%	13.9%
Cn1c(N)nc2c(nc(OCc3ccccc3)n2[C@@H]2O[C@H](CO)[C@@H](O)[C@@H]2O)c1=O	3.2%[10.9 µM]	-1.2%[11.4 µM]	3.0%[9.22 µM]	11.4%[9.22 µM]
O=C(Nc1ccc(Cl)cc1)c1ccc2c(c1)N(Cc1ccccc1)C(=O)c1ccccc1S2(=O)=O	-10.5%[10.9 µM]	u	9.4%	u
CCOC(=O)c1cc(C)n(-n2cnnc2)c1C	7.8%	-1.1%	6.2%	14.1%
COc1ccc(C(=O)NCC(c2cccs2)S(=O)(=O)c2cccs2)cc1 (stereo not drawn)	-9.9%[10.9 µM]	-3.7%	-8.4%	-17.7%
C=CCN1CC(c2nc3ccccc3n2CCOc2ccccc2)CC1=O (stereo not drawn)	-6.4%	-1.3%	0.2%	1.9%
CN(Cc1ccccc1)S(=O)(=O)c1nnc(NC(=O)c2cccc(Cl)c2)s1	-15.3%[10.9 µM]	-1.1%	-21.7%	-29.5%
COc1ccc(NC(=O)Cn2c(=O)n(-c3ccc(OC)cc3)c(=O)c3sc4ccccc4c32)cc1	-1.0%[10.9 µM]	-0.1%	-3.6%	u
